Compound activity deposited in PubChem BioAssay by National Center for Advancing Translational Sciences (NCATS).
AmpC no deterg: qHTS Inhibitors of AmpC Beta-Lactamase (assay without detergent); P00811; AmpC nitrocefin hydrolysis, absorbance 480 nm, 0.0001% Triton; Potency, µM (titrated, usually from 57.1 µM), for inactives: top-dose activity change, negative = inhibition, usual class: inhibitors; 0.52% of 330,000 active; AID 485341, 2010;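 note: potency is the fitted concentration of half-maximal effect; plate controls were no compound for no effect and no enzyme for full effect; nearly all actives have a fitted effect of over 20% in size; some results filed as inactive show a strong effect at the top dose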
Target sequence (P00811 whole entry, looked up): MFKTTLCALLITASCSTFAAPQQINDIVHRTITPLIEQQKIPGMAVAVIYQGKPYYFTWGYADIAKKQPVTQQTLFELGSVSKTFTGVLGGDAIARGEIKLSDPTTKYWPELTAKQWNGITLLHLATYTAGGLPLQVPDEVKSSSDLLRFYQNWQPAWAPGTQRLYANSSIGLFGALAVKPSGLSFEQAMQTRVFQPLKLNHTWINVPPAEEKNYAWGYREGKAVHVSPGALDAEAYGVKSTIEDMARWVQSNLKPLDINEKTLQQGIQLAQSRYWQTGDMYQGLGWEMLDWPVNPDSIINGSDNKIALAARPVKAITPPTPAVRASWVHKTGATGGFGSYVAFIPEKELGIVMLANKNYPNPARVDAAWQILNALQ
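AmpC (5.3 nM in the dispensed reagent) in 20 mM phosphate pH 7.0 with 0.01% (detergent screen) or 0.0001% Triton X-100 was preincubated with compounds for 15 min at room temperature. Nitrocefin was then added from an 800 uM solution, and hydrolysis was followed at 480 nm.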
Sm TGR inh: qHTS Assay for the Inhibitors of Schistosoma Mansoni Peroxiredoxins; Schistosoma mansoni thioredoxin glutathione reductase (TGR), Q962Y6; purified TGR, DTNB reduction, TNB absorbance 405 nm; Potency, µM (doses to about 114 µM), for inactives: top-dose activity change, negative = inhibition, actives largely listed as inhibitors; 3% of 360,000 active; AID 485364, 2010; note: potency is the fitted concentration of half-maximal effect; nearly all actives have a fitted effect of over 60% in size
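TGR 20 nM + NADPH 100 uM (dispensed conc.), cpd preinc 15 min RT; start with NADPH (500 uM addition) then DTNB (15 mM addition). Kinetic TNB absorbance, 405 nm filter. Four-parameter Hill fit across titration.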
HCMV inh: qHTS Assay for inhibitors of the human cytomegalovirus (HCMV); HFF cells, HCMV-luciferase reporter, 72 h; active compounds read low; activity change, negative = inhibition, % at 57.5 µM; 4.5% of 410,000 active; in the data active = activity change below about -60%; inconclusive = no clear call, values can overlap the other calls; inactive = above about -39%
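Two compound doses tested in HFFs infected with HCMV-luciferase, MOI 1 PFU/cell, 72 h at 37C. Lysate luminescence read with OneGlo; data normalized against buffer-only and 10uM Salinomycin inhibitor controls.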
HCV inhibitor: qHTS Assay for Inhibitors of Hepatitis C Virus (HCV); Huh7.5.1 HCVcc-Cre infection, luciferase reporter, 44 h; Potency, µM (series often up to 41.8 µM), for inactives: at the highest dose activity change, negative = inhibition, usual class: inhibitors; 3.4% of 340,000 active; AID 651820, 2012; note: potency is the fitted concentration of half-maximal effect
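Infectious HCVcc-Cre (~0.5 moi) was added to cells just after compound, with cells seeded 4 h earlier at 1,000 per well. Luciferase activity after 44 h culture reported infection; substrate was incubated 15 min at room temperature before reading.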
Giardia FBPA inh: qHTS Assay for Inhibitors of Fructose-1,6-bisphosphate Aldolase from Giardia Lamblia | A8B2U2 | purified Giardia FBPA | Potency, µM (highest dose often 59.6 µM), for inactives: top-dose activity, negative = inhibition, hits mostly inhibitors | 0.71% of 290,000 active | AID 2451, 2010; note: potency is the fitted concentration of half-maximal effect; nearly all actives have a fitted effect of over 55% in size
Target sequence (A8B2U2 whole entry, looked up): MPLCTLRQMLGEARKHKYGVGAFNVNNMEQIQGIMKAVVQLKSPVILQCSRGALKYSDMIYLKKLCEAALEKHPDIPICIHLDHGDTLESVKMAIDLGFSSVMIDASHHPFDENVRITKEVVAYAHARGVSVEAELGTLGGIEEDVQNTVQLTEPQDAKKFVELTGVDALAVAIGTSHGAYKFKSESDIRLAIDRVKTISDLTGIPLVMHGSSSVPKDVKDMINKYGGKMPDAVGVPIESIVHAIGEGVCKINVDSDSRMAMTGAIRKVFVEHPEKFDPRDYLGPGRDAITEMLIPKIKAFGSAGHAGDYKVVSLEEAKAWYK
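40 nM FBPA preincubated 10 min at RT with compound (up to 57.5 uM final), then substrate plus GAPDH/TPI/NAD/arsenate coupling and diaphorase/resazurin added. Fluorescence read after 20 min at RT, 525/598 nm.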
AmpC detergent: qHTS Inhibitors of AmpC Beta-Lactamase (assay with detergent); P00811; AmpC hydrolysis of nitrocefin, absorbance 480 nm, 0.01% Triton; Potency, µM (doses to about 114 µM), for inactives: at the highest dose activity change, negative = inhibition, actives largely listed as inhibitors; 0.041% of 370,000 active;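 note: potency is the fitted concentration of half-maximal effect; 0% = no-compound wells and -100% = no-enzyme wells; nearly all actives have a fitted effect of over 25% in size; some results filed as inactive show a strong effect at the top dose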
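AmpC (5.3 nM in the dispensed reagent) in 20 mM phosphate pH 7.0 with 0.01% (detergent screen) or 0.0001% Triton X-100 was preincubated with compounds for 15 min at room temperature. Nitrocefin was then added from an 800 uM solution, and hydrolysis was followed at 480 nm.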
* = called active by the depositor; ? = inconclusive; nt = not tested or not shown; & = joins results of further samples; [ ] = remark or other dose. Unless noted, calls come from the whole dose curve; as a rule, active = well fitted curve in the direction sought with a large enough effect; inconclusive = small, poorly fitted or top-dose-only effect, or another doubt; inactive = no such curve, though single readings can be large; an effect the other way counts as inactive or inconclusive. Unless noted, % is set by controls: 0 for no effect and ±100 for the full control effect.

SMILES | AmpC no deterg | Sm TGR inh | HCMV inh | HCV inhibitor | Giardia FBPA inh | AmpC detergent
CC(C)(C)C(=O)[C@@H]1[C@@H]2C(=O)N(c3ccc4c(c3)OCCO4)C(=O)[C@@H]2C2c3ccccc3C=CN21 (some centres not stated) | -30% | -26% | nt | 9% | ? | 6%
O=C(NC1CCCC1)c1ccc(CSc2nc3ccncc3n2Cc2ccccc2F)cc1 | nt | 8% | 30 | nt | nt | 8%
Cc1cc(C)n2nc(C(=O)OCC(=O)N(CCC#N)c3ccc(F)cc3)nc2n1 | -11% | -13% | -7 | 25% | nt | -14%
CCN(CCO)Cc1csc2ccccc12 | -10% | -4% | -17 | 6% | -15% | 1%
CC(C)[C@H](NC(=O)OCc1ccccc1)C(=O)OCc1ccccc1 | -15% | 9% | 0 | 14% | 13% | 3%
C=CCn1c(O)c(N=NC(=O)C(O)c2ccccc2)c2ccccc21 (configuration not stated) | -25% | 9% | 14 | -22% | -5% | 2%
Cn1c(=O)cc(SCC(=O)N2CCC3(CC2)OCCO3)c2ccc(Cl)cc21 | 2% | 2% | 113 | 16% | -12% | -4%
O=C(NCc1ccco1)c1cnn2c1NC(c1ccccc1)CC2C(F)(F)F (configuration not stated) | 13% | ? | -21 | 0% | -10% | ?
O=C(NC1CCCCC1)C(c1ccco1)N(Cc1cccnc1)C(=O)C1COc2ccccc2O1 (configuration not stated) | 31% | -6% | -6 | 21%&2% | 2% | 5%
Cc1nnnn1/C(=C\c1ccccc1)C(=O)OCC(=O)N(C)C1CCS(=O)(=O)C1 (configuration not stated) | -11% | -3% | nt | -10% | -4% | 4%
Cc1cc(NS(=O)(=O)c2ccc(NC(=O)CCCOc3ccccc3)cc2)no1 | -37% | 0% | 36 | 7% | 6% | ?
Cc1cccc(N2CCN(C(=O)CSCc3ccc(F)cc3)CC2)c1C | nt | 0% | -27 | nt | nt | 0%
COC(=O)c1c(NC(=O)CN2C(=O)NC(CCc3ccccc3)C2=O)sc2c1CCCCC2 (configuration not stated) | -2% | 5% | 18 | ? | -5% | -7%
CC(=O)Nc1cccc(NC(=O)c2c(-c3ccccc3)c(-c3ccccc3)nn(C)c2=O)c1 | nt | -3% | 4 | nt | nt | 6%
COc1ccc(-c2cc(C(=O)Nc3c(C)n(C)n(-c4ccccc4)c3=O)no2)cc1 | -11% | 2%&5% | -15&-5 | 5% | 5% | 6%&14%
CCOC(=O)C1=C(COc2ccccc2)NC(=O)NC1c1ccc(Br)cc1 (configuration not stated) | -27% | -4% | -23 | -9% | 3% | ?
CCCn1c(=O)c(C(=O)NCc2ccc(OC)c(OC)c2)c(O)c2ccccc21 | -9% | 0% | 58 | 14µM* | -16% | 6%
CC12CCC(C/C1=N/O)C2(C)C (configuration not stated) | 3% | 3% | 24 | 16% | 5% | ?
Cc1nc(C(F)(F)F)c(C(=O)O)cc1-c1nc(-c2ccccc2)cs1 | -29% | -6% | -3 | 14% | 0% | -12%
CCN(C(=O)c1c(-c2ccccc2)noc1C)c1ccccc1 | -6% | 4% | 12 | 6% | 0% | ?
COc1cc(O)ccc1C1CC(=O)Nc2c1c(=O)nc(SCc1ccccc1C)n2C (configuration not stated) | nt | -9% | -12 | nt | nt | -2%
Cc1ccc(NC(NC(=O)c2cccs2)C(Cl)(Cl)Cl)cc1C (configuration not stated) | -47% | -22% | -2 | -16% | 0% | ?
CC(C)C[C@H]1C(=O)N2CCC[C@H]2[C@]2(O)O[C@](NC(=O)[C@@H]3C=C4c5cccc6[nH]c(Br)c(c56)CC4N(C)C3)(C(C)C)C(=O)N12 (some centres not stated) | 155%[activator] | -28% | -17 | -1% | ? | ?
O=C(N/N=C(\Cc1ncc[nH]1)c1ccccc1)c1cccnc1 | -24% | 0% | ? | ? | ? | -1%
c1cc(-c2nnc3sc(C4CCCCC4)nn23)ccn1 | -4% | -1% | -80* | -18% | 2% | -13%

Quoted at random: 2 records from the list
SMILES | AmpC no deterg | Sm TGR inh | HCMV inh | HCV inhibitor | Giardia FBPA inh | AmpC detergent
Cc1ccc(NC(NC(=O)c2cccs2)C(Cl)(Cl)Cl)cc1C (configuration not stated) | -47% | -22% | -2 | -16% | 0% | ?
Cc1cccc(N2CCN(C(=O)CSCc3ccc(F)cc3)CC2)c1C | nt | 0% | -27 | nt | nt | 0%

Carrying on.
SMILES | AmpC no deterg | Sm TGR inh | HCMV inh | HCV inhibitor | Giardia FBPA inh | AmpC detergent
Cc1ccccc1NC(=O)Cn1cc(C(=O)c2ccco2)c2ccccc21 | nt | 0% | -10 | nt | nt | 3%
CS(=O)(=O)N(CC(=O)Nc1ccccc1Cl)c1ccc(Cl)cc1 | 4% | 15% | 104 | -8% | -2% | -1%
Nc1cc(C(=O)OCC(=O)N2CCOCC2)ccc1Cl | -8% | -2% | 6 | 21% | 3% | -6%
COC(=O)c1ccsc1NC(=O)c1ccc(Cl)s1 | -20% | 7% | 54 | -1% | -4% | 6%
CC1CN(S(=O)(=O)c2cccc(C(=O)NCc3ccco3)c2)CC(C)O1 (configuration not stated) | -18% | -22% | -27 | 10% | nt | ?
CCOC(=O)N=Nc1c(O)n(C)c2ccccc12 | -5% | 3% | 32 | 11% | -1% | -3%
Cc1ccc(NC(=O)CCC(=O)N2Cc3ccccc3Oc3ncccc32)cc1F | nt | -6% | 2 | nt | nt | 5%
Cc1ncoc1C(=O)Nc1cccc(Cl)c1C | -7% | -17% | 26 | -3% | 7% | ?
O=C(COc1ccc(Br)cc1Cl)NC(=O)NCc1ccccc1 | -29% | 5% | -14 | -7% | -1% | -12%
CCN(CC)S(=O)(=O)N1CCC(C(=O)NCCN2CCOCC2)CC1 | 0% | -1% | -2 | 9% | -6% | -7%
Cc1ccccc1NC(=O)Cn1c(=O)n(CCc2ccccc2)c(=O)c2sc3ccccc3c21 | nt | 5% | -31 | nt | nt | -1%
COc1ccccc1NC(=O)CSc1nnc(-c2cccc(Cl)c2)o1 | nt | 0% | 92 | nt | nt | 9%
CCc1ccc(S(=O)(=O)NCc2nc3cccnc3n2Cc2ccccc2Cl)cc1 | nt | -1% | ? | nt | nt | 5%
CCOC(=O)c1ccc(NC(=O)COc2ccc(CNCCO)cc2OCC)cc1 | 40% | -1% | 0 | 8.9µM* | 2% | -5%
C=CCn1c(=O)c(C(=O)Nc2ccccc2C(=O)OCC)c(O)c2ccccc21 | ? | -1% | 11 | -20% | -8% | -1%
O=C(c1cc(COc2ccc(F)cc2Cl)on1)N1CCN(C2CCCCC2)C(=O)C1 | 201%[activator] | -10% | -25 | ? | nt | -7%
Cc1nn(C)cc1C(C(=O)NC1CCCCC1)N(Cc1ccccc1Cl)C(=O)c1cnccn1 (configuration not stated) | 45% | -2% | -16 | 9% | 6% | 0%
CCNC(=O)/C(C#N)=C/c1c(N2CCN(c3ccccc3)CC2)nc2c(C)cccn2c1=O | -4% | 2% | 94 | 19% | 15% | -1%
Cc1ccc(C)c(/C=C(\C(=O)O)c2ccc(S(=O)(=O)N3CCCCC3)s2)c1 | -55% | 1% | -9 | 9% | 6% | ?
CC(=O)Nc1cccc(-c2csc(Nc3ccccn3)n2)c1 | 8% | -8% | -14 | 11µM* | -1% | -14%
CC(C)C(NS(=O)(=O)c1cccc2nsnc12)C(=O)NCCC1=CCCCC1 (configuration not stated) | -25% | -14% | 31 | -17% | 1% | -9%
Cc1cc(C)n2ncc(C(=O)NCc3ccccc3)c2n1 | 1% | 1% | 10 | -17% | 10% | -13%
COc1ccc(Cl)cc1Nc1sc(C(=O)c2ccccc2)c(N)c1C(=O)Nc1ccccc1 | nt | -7% | -3 | nt | nt | 6%
COC(=O)C1CCN(C(=O)C2CCC(=O)N(CCCc3ccccc3)C2)CC1 (configuration not stated) | 22% | 2% | ? | 4% | -4% | 3%
CC(OC(=O)CN1C(=O)NC2(CCCC2)C1=O)C(=O)c1ccc(C(C)(C)C)cc1 (configuration not stated) | 140%[activator] | -11% | -12 | 0% | nt | ?

Looked up above:
`Nc1cc(C(=O)OCC(=O)N2CCOCC2)ccc1Cl` @ Sm TGR inh = -2%
`O=C(c1cc(COc2ccc(F)cc2Cl)on1)N1CCN(C2CCCCC2)C(=O)C1` @ HCMV inh = -25
`CC(=O)Nc1cccc(-c2csc(Nc3ccccn3)n2)c1` @ Giardia FBPA inh = -1%

The list goes on:
SMILES | AmpC no deterg | Sm TGR inh | HCMV inh | HCV inhibitor | Giardia FBPA inh | AmpC detergent
COc1ccccc1-c1nn2c(C3COc4ccccc4O3)nnc2s1 (configuration not stated) | -13% | -2% | -17 | -19% | 3% | 1%
CCc1ccc(NC(=O)C2CCCN(S(=O)(=O)c3ccc4c(c3)CCCN4C(C)=O)C2)cc1 (configuration not stated) | 122%[activator] | -29%&-3% | ? | ? | -4% | -15%&-6%
Cc1ccc(N2C(=O)C3CCC(C)(C2=O)C3(C)C)cc1 (configuration not stated) | 8% | -11% | 22 | -2% | 5% | 4%
COc1ccc(CCNC(=O)C2CCCN(S(=O)(=O)c3cc(C)ccc3OC)C2)cc1OC (configuration not stated) | 125%[activator] | -8% | -9 | 7% | nt | -9%
O=[N+]([O-])c1ccc(-c2cn3nc(-c4ccccc4)c(-c4ccccc4)nc3n2)cc1 | -23% | 3% | -15 | -2% | 4% | 2%
CSc1ncc(OCc2ccccc2)c(=O)[nH]1 | -22% | -8% | ? | 2% | -5% | -3%
CC(C)C(=O)Nc1cccc(NC(=S)NC(=O)c2ccc([N+](=O)[O-])cc2)c1 | -11% | -33% | 47 | -5% | nt | -7%
CC(Sc1ccccc1)C(=O)N/N=C/c1cccnc1 (configuration not stated) | -2% | 7% | -28 | 7% | -3% | -6%
CC(Oc1ccc(Cl)cc1)C(=O)Nc1ccccc1N1CCOCC1 (configuration not stated) | 1% | nt | -28 | ? | nt | nt
Cc1ccc(C(=O)n2c(-c3ccccc3)cnc2SCC(=O)Nc2ccc(C)cc2C)cc1 | -31% | 10% | 4 | -12% | 2% | -13%
COc1ccc2[nH]c(=O)c(CN(C(=O)COc3ccccc3)C(C)C)cc2c1 | -18% | 5% | -13 | 20% | 2% | ?
Cc1ccnc(SCc2ccc(C(=O)O)cc2)n1 | -5% | 5% | 7 | 15% | -1% | ?
Cc1noc(C)c1CCC(=O)NC1CCCN(Cc2ccc(CC(C)C)cc2)C1 (configuration not stated) | 104%[activator] | 69%[activator] | 0 | ? | 9% | -3%
O=C(O)CCN1C(=O)/C(=C2\C(=O)N(Cc3ccccc3Cl)c3ccccc32)SC1=S | -33% | 0% | 10 | nt | 7% | -2%

An excerpt from above with just AmpC no deterg:
| smiles | AmpC no deterg |
| --- | --- |
| COc1ccccc1-c1nn2c(C3COc4ccccc4O3)nnc2s1 (configuration not stated) | -13% |
| CCc1ccc(NC(=O)C2CCCN(S(=O)(=O)c3ccc4c(c3)CCCN4C(C)=O)C2)cc1 (configuration not stated) | 122%[activator] |
| Cc1ccc(N2C(=O)C3CCC(C)(C2=O)C3(C)C)cc1 (configuration not stated) | 8% |
